Screens as filed in PubChem.
GAA glycogen mod = GAA glycogen-cleavage inhibition or activation. hit rate 0.38% among 300,000. Potency, µM (titrated, usually from 76.4 µM), without a hit: at the highest dose activity change, negative = inhibition, actives largely listed as inhibitors. AID 2100. recombinant GAA, glycogen substrate, Amplex Red glucose oxidase fluorescence. P10253;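 further: potency means the concentration at half of the fitted maximal effect; 0% = full enzyme reaction and -100% = no-enzyme basal signal; the screen sought inhibitors and activators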
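Recombinant human enzyme (4 nM); glycogen substrate; 37 C, 40 min, pH 5.0. Readout: coupled glucose oxidase/Amplex Red fluorescence.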
aGlu spleen mod = lysosomal alpha-glucosidase (human) modulation; Potency, µM (doses to about 79.9 µM), inactives show at the highest dose activity change, negative = inhibition, hits mostly inhibitors; P10253; human spleen homogenate, 4-MU-alpha-glucoside fluorescence; hit rate 0.006% among 240,000;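 further: potency means the concentration at half of the fitted maximal effect; 0% = enzyme with vehicle and -100% = no enzyme basal signal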
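Human spleen homogenate (1 ug) incubated with compounds and 1 mM 4-methylumbelliferyl-alpha-D-glucopyranoside in pH 5.0 citrate/phosphate buffer, 37 C, 40 min. Stopped at pH 10; 4-MU fluorescence (Ex 365/Em 440 nm); AC50 by Hill fit.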
HTT aggregate = inhibitors of mutant huntingtin aggregate formation in PC12 cells. AID 1688. Potency, µM (titrated, usually from 46.1 µM), without a hit: at the highest dose activity change, negative = inhibition, most hits filed as inhibitors. hit rate 1.1% among 220,000. PC12 HttQ103-GFP aggregates, Acumen cytometry, 40 h; further: potency means the concentration at half of the fitted maximal effect; on the % scale 0 is the no-effect control and ±100 the full control effect; nearly all actives have a fitted effect of over 60% in size
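PC12 cells with ecdysone-inducible HTT exon1 Q103-GFP, induced by 100 nM tebufenozide, given compounds in a concentration series. GFP aggregates (1–25 um, 6 SD above background) counted in lysates by laser-scanning cytometry, 488 nm excitation.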
CBFb RUNX1 block = inhibitors of human CBF-beta and RUNX1 interaction | Q01196+Q13951 | AlphaScreen CBFb-His/RUNX1-biotin binding, biochemical | Potency, µM (highest dose often 59.8 µM), inactives show at the highest dose activity, negative = inhibition, actives largely listed as inhibitors | 230,000 tested, under 10 active; further: % of control where 0% means no effect
Target sequence (Q01196 whole entry, looked up): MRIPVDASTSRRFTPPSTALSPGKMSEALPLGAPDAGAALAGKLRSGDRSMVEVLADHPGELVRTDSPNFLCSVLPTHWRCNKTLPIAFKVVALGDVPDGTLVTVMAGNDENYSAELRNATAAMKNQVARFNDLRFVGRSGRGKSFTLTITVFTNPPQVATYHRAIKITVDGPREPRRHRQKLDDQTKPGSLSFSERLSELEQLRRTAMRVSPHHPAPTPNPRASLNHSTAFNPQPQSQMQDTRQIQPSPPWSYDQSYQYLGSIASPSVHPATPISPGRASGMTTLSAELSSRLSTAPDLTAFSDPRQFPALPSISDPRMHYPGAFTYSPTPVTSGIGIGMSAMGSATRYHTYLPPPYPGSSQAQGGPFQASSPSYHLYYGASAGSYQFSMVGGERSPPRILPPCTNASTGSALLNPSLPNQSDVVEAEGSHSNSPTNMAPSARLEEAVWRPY
Target sequence (Q13951 whole entry, looked up): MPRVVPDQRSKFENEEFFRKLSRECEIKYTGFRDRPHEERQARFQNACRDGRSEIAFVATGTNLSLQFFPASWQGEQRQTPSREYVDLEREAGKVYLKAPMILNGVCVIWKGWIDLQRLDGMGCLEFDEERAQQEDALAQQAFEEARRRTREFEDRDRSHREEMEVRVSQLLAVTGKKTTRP
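CBFb-His/RUNX1-biotin, 30 nM each, preincubated 20 min RT; compound 15 min RT; Ni + streptavidin beads 50 ng each, 90 min RT; AlphaScreen read.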
Lamin A splicing = modulators of lamin A splicing. hit rate 0.01% among 200,000. HeLa LMNA splicing GFP/RFP minigene ratio, 48 h. AID 1487. Potency, µM (titrated, usually from 46.1 µM), without a hit: at the top dose ratio change, negative = inhibition, hits mostly inhibitors; active means well fitted inhibition curve with a large enough effect in the signal ratio, with a control signal flat, not every such curve was filed as active; inconclusive means small, poorly fitted or top-dose-only effect, or effect the other way, or a change in a side signal; the % refers to the signal ratio; further: potency means the concentration at half of the fitted maximal effect; on the % scale 0 is the no-effect control and ±100 the full control effect
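Read-out is the ratio of GFP to DsRed2 object intensity, acquired by 488 nm laser-scanning cytometry on HeLa lamin A-EGFP minigene reporter cells. Compound incubation 48 hrs at 37 °C in Opti-MEM with 2% FBS; DMSO 0.5% final.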
HTT cytoprotect = cytoprotection in Huntington HTT-Q103 PC12 cell model; PC12 HTT-Q103 induced, cytoprotection, ATP luminescence, 40 h; Potency, µM (series often up to 56.4 µM), inactives show cytoprotection (ATP increase), most hits filed as activators; hit rate 0.14% among 230,000;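 further: potency means the concentration at half of the fitted maximal effect; % of control where 0% means no effect; nearly all actives have a fitted effect of over 45% in size; toxic huntingtin expression switched on by the ecdysone agonist tebufenozide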
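ATP quantification (ATPlite) reports survival of PC12 cells in which tebufenozide, 100 nM final, switches on Htt exon 1 with 103 glutamines linked to GFP; compounds are titrated.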
GAA inhib = alpha-glucosidase (human) inhibition; P10253; purified human GAA, 4-MU-alpha-glucoside fluorescence; Potency, µM (top dose mostly 76.9 µM), inactives show at the highest dose activity change, negative = inhibition, actives largely listed as inhibitors; hit rate 0.005% among 200,000;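 further: potency means the concentration at half of the fitted maximal effect; plate controls were uninhibited enzyme wells for no effect and no-enzyme background for full effect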
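Compounds are titrated up to 77 uM against 4 nM human enzyme. Substrate 4-methylumbelliferyl-alpha-D-pyranoside (400 uM) reacts 20 min at room temperature in pH 5.0 buffer; liberated 4-methylumbelliferone is read at 440 nm.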
The depositor's hits bear a star; ? = inconclusive; . = no result given; [ ] = remark or other dose. Unless noted, the call rests on the fitted dose curve; in most records, active means well fitted curve in the direction sought with a large enough effect; inconclusive means small, poorly fitted or top-dose-only effect, or another doubt; inactive means no such curve, though single readings can be large; an effect the other way counts as inactive or inconclusive.

| SMILES | GAA glycogen mod | aGlu spleen mod | HTT aggregate | CBFb RUNX1 block | Lamin A splicing | HTT cytoprotect | GAA inhib |
| --- | --- | --- | --- | --- | --- | --- | --- |
| Cc1ccc2nc(C)cc(Nc3ccc([N+](=O)[O-])cc3)c2c1 | -1% | -4% | ? | 1% | . | -167%[inhibitor] | 0% |
| CSc1nc(NC(C)C)nc(N2CCOCC2)n1 | 6% | 6% | -21% | 5% | 2% | 10% | -5% |
| CC1(C(=O)O)CCC(C(=O)Nc2ccc3ccccc3c2)C1(C)C (centres undefined) | -5% | 3% | -14% | 2% | -1% | 1% | -2% |
| O=C1c2cccc3cccc(c23)C(=O)N1OS(=O)(=O)c1ccc(Cl)cc1 | 8% | -3% | 21% | 6% | -12% | 41%[10 µM] | -4% |
| O=[N+]([O-])c1ccccc1/C=N/n1c(COc2ccccc2)n[nH]c1=S | -8% | -9% | 0% | -28% | 7% | 0% | -23% |
| CCC(c1ccccc1)c1nnc(NC(=O)c2ccco2)s1 (centres undefined) | 6% | 7% | -10%[9.22 µM] | 11% | . | -3%[10 µM] | . |
| CCc1ccc(C(C)NC(=O)C2(C)CC2(Br)Br)cc1 (centres undefined) | 3% | 1% | -22% | 0% | -12% | -5% | 2% |
| COc1ccc(C(=O)CSc2ccc(-c3ccc(C)cc3)nn2)cc1 | 7% | -3% | 7% | 6% | ? | -3%[10 µM] | -2% |
| O=S(=O)(NCC1COc2ccccc2O1)c1ccc2ccccc2c1 (centres undefined) | -5% | 9% | -4% | -30% | ? | 14%[10 µM] | -2% |
| C=CCn1c(O)c(C(CC)=Nc2ccccc2NC(=O)CC)c(=O)[nH]c1=O | -9% | 4% | 17% | 5% | -6% | -25%[0.074 µM] | 4% |
| C=CCNc1nc(Nc2ccccc2F)nc(OCC)n1 | -2% | -4% | -24% | 0% | . | -90%[inhibitor] | -1% |
| O=C(c1ccc(Cl)cc1)c1cnc(-c2ccc(Cl)cc2)s1 | 15% | -25% | -1% | 1% | 8% | -37% | 3% |
| COC(=O)[C@@]1(Cc2ccc(OC)cc2)[C@H]2c3cc(C(=O)N(C)C)n(Cc4ccc(Cl)c(C(F)(F)F)c4)c3C[C@H]2CN1C(=O)c1ccccc1 | . | 2% | . | 5% | . | ? | . |
| COc1cc2oc(-c3ccc(O)cc3)cc(=O)c2c(OC)c1O | -7% | -5% | -19%[9.22 µM] | 5% | ? | -18%[10 µM] | 4%[15.4 µM] |
| O=C(O)CCNC1CCCCC1 | 4% | 1% | -22%[9.22 µM] | 6% | . | -5%[10 µM] | . |
| COc1ccc(C2C(C(N)=O)=C(C)Nc3nc(-c4ccccc4Cl)nn32)c(OC)c1 (centres undefined) | -10% | 1% | -13% | 4% | -3% | 9%[10 µM] | 4% |
| Cc1ccc(NC(=O)Nc2cccc(C)n2)c(C)c1 | -7% | 1% | -23%[9.22 µM] | 10% | . | -12%[10 µM] | . |
| O=C1NCCC/C1=N\Nc1ccc(Br)cc1 | -11% | -7% | 6%[9.22 µM] | 3% | . | 2%[10 µM] | . |
| COCCCNC(=O)C(=O)N/N=C/c1ccc(OCC(=O)Nc2cccc(Cl)c2C)c(OC)c1 | 10% | -1% | 16% | -2% | 10% | -33% | -2% |
| CC(C)c1cc(NC(=O)CCl)on1 | -10% | 14% | 8% | 11% | ? | 9%[10 µM] | 6% |
| CN(C)/C=N/S(=O)(=O)c1cccn1-c1ncc(C(F)(F)F)cc1Cl | 6% | 0% | 23% | 5% | ? | -10% | -1% |
| Cc1cc2cc(NC(=O)c3ccco3)ccc2[nH]1 | -6% | -2% | 14% | 3% | 10% | 8% | -6% |
| O=c1c(-c2cccc(Cl)c2)nc2cncnc2n1C1CC1 | . | -1% | . | . | 12% | -61%[inhibitor] | . |
| CC(=O)Nc1ccc(NC(=O)C2CCCN2/C=C/C(=O)C(F)(F)F)cc1 (centres undefined) | 6% | . | -10% | -10% | . | -9% | 2% |
| CN(C)c1ncc2nc(-c3ccc(F)cc3)c(=O)n(Cc3ccc(F)cc3)c2n1 | . | 0% | . | . | -10% | -6% | . |
| CC1(C)Cc2cccc(C(=O)Nc3ccc(Cl)cc3)c2O1 | -2% | 2% | -14%[9.22 µM] | 16% | 15%[46 µM] | -11%[10 µM] | 1% |
| O=c1c(CCc2ccccc2)nc2cnc(N3CCOCC3)nc2n1C1CC1 | . | 8% | . | . | -10% | -33%[inhibitor] | . |
| Cc1nc(-c2ccccc2)cc(N2CCCC2)n1 | -35% | -10% | -15% | 4% | -4% | 11%[10 µM] | -3% |
| CCOC(=O)N1CCN(C(=O)CSc2nc(-c3cccc(C)c3)ns2)CC1 | -8% | -12% | -7% | -1% | ? | -22% | 0% |
| Cc1cc(C)n(CC(=O)O)c(=O)c1[N+](=O)[O-] | 1% | -1% | 2% | 14% | 5%[46 µM] | -35% | -4% |
| CCOC(=O)C1CNc2cc(S(=O)(=O)CC)ccc2O1 (centres undefined) | -10% | 7% | -13% | 16% | 10%[9.22 µM] | -7%[10 µM] | -14% |
| O=C(CSc1ccc2nnc(-c3ccc(Cl)cc3)n2n1)N1CCCc2ccccc21 | 5% | -1% | ? | 14% | -20% | -84%[inhibitor][10 µM] | 10% |
| C=CCn1c(-c2cccc([N+](=O)[O-])c2)n[nH]c1=S | -9% | 0% | 16% | -8% | . | -54%[inhibitor] | 3% |
| CCOc1ccccc1N1CCN(Cc2cnc(-c3ccccc3)[nH]2)CC1 | 5% | 0% | -10%[9.22 µM] | -2% | . | 10%[10 µM] | . |
| Cc1ccc2oc(-c3cccc(NC(=O)Cc4cccs4)c3)nc2c1 | 4% | -4% | ? | -1% | 10% | -19% | 0% |
| O=C(CCCSc1nc2ccccc2[nH]1)NC1=NCCS1 | -3% | -5% | -2% | 10% | ? | -11%[10 µM] | -5% |
| CCOC(=O)Nc1ccc(C)cc1NC(=O)OCC | 9% | -3% | 1% | -6% | 2% | -1% | -2% |
| CCN1CCN(C(=O)c2cc(S(=O)(=O)Nc3ccc(S(C)(=O)=O)cc3)ccc2Cl)CC1 | 6% | -3% | 2% | 5% | -12%[46 µM] | -6% | 7% |
| CN(C)c1ccc(C2N(c3ccc(F)cc3)C(=O)C3CCCN32)cc1 (centres undefined) | 11% | -5% | -10% | -3% | 5% | -22% | -7% |
| Cc1nnsc1C(=O)Nc1ccc(Cl)cc1Cl | 3% | -3% | 5% | -1% | 14% | -13% | 0% |
| O=C(c1ccco1)N(Cc1cccc([N+](=O)[O-])c1)c1ccc(Br)cc1 | -17% | -11% | -4%[9.22 µM] | 2% | . | -3%[10 µM] | 15% |
| COC(=O)C1=C(C)N(CCc2c[nH]c3ccc(OC)cc23)C(=O)C1 | 13% | . | -2% | -4% | . | -10% | 0% |
| CCCCCNC(=O)c1ccc2c(=O)[nH]c3c(C(=O)NCC4CCCO4)sc(=S)n3c2c1 (centres undefined) | -3% | -1% | -20% | ? | -1% | 0% | -31% |
| COc1ccc(Br)cc1/C=N/NC(=O)c1ccco1 | 7% | -4% | -12% | 1% | . | 1% | 1% |
| Fc1ccc(OCc2nn3c(Cn4nnc5ccccc54)nnc3s2)cc1 | 1% | -8% | -3% | 2% | -10% | 2% | 1% |
| O=C1CCC(=O)N(O)CCCCCNC(=O)CCC(=O)N(O)CCCCCNC(=O)CCC(=O)N(O)CCCCCN1 | -29% | 6% | 4%[9.22 µM] | -1% | . | 19%[10 µM] | . |
| COCCc1nnc(NC(=O)C(C)C)s1 | 4% | 1% | 17%[9.22 µM] | 2% | . | 14%[10 µM] | . |
| Cc1nc2c(cc1C(=O)N/N=C/c1ccc(O)c(O)c1)c(=O)n(C)c(=O)n2C | -5% | -3% | ? | 8% | -10% | -25%[10 µM] | -23% |

Some of the entries so far, with each value named.
compound: CCN1CCN(C(=O)c2cc(S(=O)(=O)Nc3ccc(S(C)(=O)=O)cc3)ccc2Cl)CC1
  GAA glycogen mod = 6%
  aGlu spleen mod = -3%
  HTT aggregate = 2%
  CBFb RUNX1 block = 5%
  Lamin A splicing = -12%[46 µM]
  HTT cytoprotect = -6%
  GAA inhib = 7%

compound: CN(C)c1ccc(C2N(c3ccc(F)cc3)C(=O)C3CCCN32)cc1 (centres undefined)
  GAA glycogen mod = 11%
  aGlu spleen mod = -5%
  HTT aggregate = -10%
  CBFb RUNX1 block = -3%
  Lamin A splicing = 5%
  HTT cytoprotect = -22%
  GAA inhib = -7%

compound: Cc1nnsc1C(=O)Nc1ccc(Cl)cc1Cl
  GAA glycogen mod = 3%
  aGlu spleen mod = -3%
  HTT aggregate = 5%
  CBFb RUNX1 block = -1%
  Lamin A splicing = 14%
  HTT cytoprotect = -13%
  GAA inhib = 0%

Full records as entered above:
CCOc1ccccc1N1CCN(Cc2cnc(-c3ccccc3)[nH]2)CC1 is listed with GAA glycogen mod = 5%; aGlu spleen mod = 0%; HTT aggregate = -10%[9.22 µM]; CBFb RUNX1 block = -2%; Lamin A splicing = .; HTT cytoprotect = 10%[10 µM]; GAA inhib = .
O=C(CSc1ccc2nnc(-c3ccc(Cl)cc3)n2n1)N1CCCc2ccccc21 is listed with GAA glycogen mod = 5%; aGlu spleen mod = -1%; HTT aggregate = ?; CBFb RUNX1 block = 14%; Lamin A splicing = -20%; HTT cytoprotect = -84%[inhibitor][10 µM]; GAA inhib = 10%

Rows are unselected; about 1.5% have a hit in one of these screens.
